# OX1R antag-1: human HCRTR1 antagonism; O43613; CHO/OX1R cells, Fluo-8 calcium fluorescence, orexin A; inhibition, % at 5 µM; 330,000 tested, 0.43% active; AID 434989;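 active = inhibition above its plate's threshold, mean inhibition of all tested compounds on the plate plus 3 SD, cut at about 37% in these data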;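 note: 0% = orexin A challenge wells and 100% = SB-334867-A antagonist wells; not every result past the cut was called active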
# Target sequence (O43613 whole entry, looked up): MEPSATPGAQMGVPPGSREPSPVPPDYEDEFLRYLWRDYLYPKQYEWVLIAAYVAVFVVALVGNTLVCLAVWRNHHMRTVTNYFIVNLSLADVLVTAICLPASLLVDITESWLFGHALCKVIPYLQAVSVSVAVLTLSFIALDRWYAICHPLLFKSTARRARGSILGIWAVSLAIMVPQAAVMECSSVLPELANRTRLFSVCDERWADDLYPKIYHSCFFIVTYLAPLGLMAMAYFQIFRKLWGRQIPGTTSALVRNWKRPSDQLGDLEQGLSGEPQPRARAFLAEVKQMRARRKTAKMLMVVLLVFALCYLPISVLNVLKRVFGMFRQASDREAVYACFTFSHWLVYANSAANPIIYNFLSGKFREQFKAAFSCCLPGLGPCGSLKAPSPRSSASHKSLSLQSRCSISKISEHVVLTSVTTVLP
# STK33 kinase inh: inhibitors of human STK33 kinase | inhibition, % at 10 µM | purified STK33, MBP phosphorylation, ADP-Glo luminescence | Q9BYT3 | AID 2661 | 320,000 tested, 0.073% active;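 active = inhibition at or above 25%, using the most active replicate where run in duplicate; inactive = inhibition below 25%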
# Target sequence (Q9BYT3 whole entry, looked up): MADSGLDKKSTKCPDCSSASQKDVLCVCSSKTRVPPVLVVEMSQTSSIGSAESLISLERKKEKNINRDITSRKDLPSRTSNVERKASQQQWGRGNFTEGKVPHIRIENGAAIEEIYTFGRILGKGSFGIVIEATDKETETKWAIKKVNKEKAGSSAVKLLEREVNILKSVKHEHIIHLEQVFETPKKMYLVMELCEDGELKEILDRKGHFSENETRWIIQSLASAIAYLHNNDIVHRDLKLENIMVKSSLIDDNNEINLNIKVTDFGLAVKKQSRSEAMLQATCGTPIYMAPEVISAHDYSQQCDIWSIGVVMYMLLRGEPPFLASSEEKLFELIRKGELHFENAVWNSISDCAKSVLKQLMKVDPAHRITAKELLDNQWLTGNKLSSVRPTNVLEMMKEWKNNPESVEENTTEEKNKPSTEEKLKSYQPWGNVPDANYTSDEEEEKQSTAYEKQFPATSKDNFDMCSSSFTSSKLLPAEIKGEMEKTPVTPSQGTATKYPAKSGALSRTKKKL
# OX1R antag-2: antagonists of human orexin 1 receptor (OX1R); O43613; OX1R-expressing cells, FRET antagonist read-out; inhibition, % at 6.6 µM; 330,000 tested, 1.8% active; AID 485270; in the data active = inhibition mostly above about 38%, no sharp cut-off; inactive = mostly below about 40%;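 note: 0% = agonist challenge alone and 100% = reference antagonist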
# The depositor's hits bear a star; nt = not tested or not shown. Rows were taken by chance; 2.2% or so of the library scored in one or more.
SMILES,OX1R antag-1,STK33 kinase inh,OX1R antag-2
CC1CCCCN1C(=O)COC(=O)C1CCN(S(=O)(=O)c2ccc3c(c2)OCCO3)CC1 (stereo not given),-6,0.9,6
CC1CC(C)CN(C(=O)c2ccc(S(=O)(=O)N3CCCC3)cc2)C1 (stereo not given),-2,-1.0,8
COC(=O)Cc1ccc(NC(=O)c2ccc(Br)o2)cc1,-20,1.9,4
NC(=S)N/N=C/C=C/c1ccccc1,6,-0.6,13
O=c1c2cc(Br)cc(Br)c2oc2nc3n(c(=O)c12)CCCS3,-25,-0.4,6
O=S(=O)(c1ccccc1)N1N=C(c2cccs2)CC1c1cccc(O)c1 (stereo not given),1,1.2,8
O=C(COc1ccc(Cl)cc1)Nc1ccc2oc(-c3ccncc3)nc2c1,-3,-1.9,12
CC(=O)NNC(=O)CCC(=O)Nc1ccccc1,-1,0.3,16
COc1cc(OC)cc(C(=O)NCCN2CCOCC2)c1,-4,-0.1,2
COC(=O)C1CN(C(=O)C(C)Oc2ccc(C)c(C)c2)c2ccccc2O1 (stereo not given),-12,-0.1,-8
O=C(CCn1c(=S)[nH]c2ccccc2c1=O)NCCc1ccc(Cl)cc1,-15,0.4,16
CC(C)c1ccccc1NC(=O)C1C2C=CC(C2)C1C(=O)O (stereo not given),-9,-1.7,5
CSc1ccc(S(=O)(=O)NCC(=O)OCC(=O)N2CCCC2=O)cc1[N+](=O)[O-],-4,nt,56*
CC(=N\NC(=O)c1ccccc1)/C(=N/O)C(=O)Nc1ccccc1,-25,-0.4,22
CC(C)(C)OC(=O)C[C@@H]1C/C=C\C[C@@H](CC(=O)NCCO)C(=O)N2CCC[C@H]2COC1=O,-2,-3.2,7
CCCn1nc2cc(C(=O)NCc3ccc(OC(F)(F)F)cc3)ccc2c1OCC,-28,0.3,21
CCN1CCN(Cc2c3ccccc3cc3ccccc23)CC1,-24,0.0,20
Cc1ccc(C(=O)Nc2nc(N)n(-c3ccccc3)n2)cc1,-6,0.4,0
COc1ccc(C)cc1NC(=O)COC(=O)c1ccc(OCc2ccc(Cl)cc2Cl)c(OC)c1,-8,-2.0,7
CC(=O)c1cccc(N/C=C\c2nnnn2-c2ccc(F)cc2)c1,3,-0.8,9

# Another view of 2 compounds above.
canonical_smiles	OX1R antag-1	STK33 kinase inh	OX1R antag-2
COc1cc(OC)cc(C(=O)NCCN2CCOCC2)c1	-4	-0.1	2
O=c1c2cc(Br)cc(Br)c2oc2nc3n(c(=O)c12)CCCS3	-25	-0.4	6

# Continued.
SMILES,OX1R antag-1,STK33 kinase inh,OX1R antag-2
Cc1cc(C)nc(N2N=C(C(C)(C)C)CC2=O)n1,-14,-1.1,3
COc1ccc(NC(=O)CN(C)C(=O)Cc2n[nH]c(=O)c3ccccc23)cc1,-20,-2.5,11
C=CCNc1nc(NCC)nc(N2CCOCC2)n1,-2,0.5,14
COc1ccc(S(=O)(=O)N2CCCCCC2)cc1NC(=O)Cc1ccccc1,-19,-0.7,8
O=C(Nc1ccc2snnc2c1)Nc1cccc2ccccc12,6,0.2,58*
Cc1ccc(CNC(=O)CNC(=O)c2c(C)nn(C)c2Cl)cc1,-11,-0.9,9
COc1cc(C(=O)COC(=O)c2c(C)noc2C)cc(OC)c1OC,-25,-0.2,1
O=C(Nc1nc2c(s1)CCCC2)c1cc2n(n1)C(C(F)(F)F)CC(C1CC1)N2 (stereo not given),-13,-0.1,12
CNC(=S)Nc1cc(C(=O)N2CCCC2)ccc1N1CCCC1,-2,0.1,17
Cn1c2c(c(=O)n(C)c1=O)CN(CCN1CCNCC1)CN2,-26,-0.6,-6
Cc1cc(=O)c(C(=O)Nc2cccc(N3CCCC3=O)c2)nn1-c1ccccc1F,-19,-0.4,2
Cc1ccc(C)c(SCC(=O)NNC(=O)c2ccccc2)c1,-14,0.9,21
COc1cccc(NC(=O)CN(C)C(=O)CC(C)c2ccccc2)c1 (stereo not given),-14,0.1,12
O=C(COc1ccc(F)cc1)NCCNC(=O)COc1ccc(F)cc1,-17,-0.5,9
Cc1ccc2nc(-c3ccccc3)nc(SC(C)C(=O)NCc3cccs3)c2c1 (stereo not given),9,0.7,-4
CC(=O)N1CCOc2ccc(S(=O)(=O)NCCc3ccc(S(N)(=O)=O)cc3)cc21,6,-2.2,4
Cc1nn(-c2ccc(Cl)cc2Cl)c(=O)c2ccccc12,-20,-1.5,16
O=C(Nc1nc2c(s1)CCCC2)c1cc(-c2ccccc2)nc2ccccc12,-25,-2.1,23
O=C(c1cn(-c2ccccc2)nc1-c1ccc(F)cc1)N1CCOCC1,-16,0.7,18
CCOC(=O)C(NC(=O)Nc1ccc(C(N)=O)cc1)(c1ccccc1)C(F)(F)F (stereo not given),-2,0.4,3
CN(CCc1cnn(C)c1)C(=O)CCc1nnc(CCCc2ccccc2)o1,-1,-0.4,1
O=C(c1nc(SCc2ccc([N+](=O)[O-])cc2)n2ccccc12)C(F)(F)F,-19,-0.6,11
CCOc1cc(C=O)cc(Br)c1OCC(N)=O,-9,0.2,15
CC(C)NCC#CCOc1ccc(Cl)cc1,-11,-1.4,10
CC(C)CCNC(=O)CC1C(=O)N(Cc2ccccc2)C(C)c2nc3ccccc3n21 (stereo not given),-10,-0.3,11
CC(C)(C)NS(=O)(=O)c1ccc(/C=C/C(=O)O)cc1,2,-2.2,14
Nc1cc(OC(=O)c2ccccc2Br)nn1S(=O)(=O)c1ccccc1,-14,-1.3,30
Cc1cc(C)nc(S/C=C/C(=O)c2ccc(F)cc2)n1,-12,-8.3,8
O=C1Nc2cc(C(=O)NCCCN3CCCC3)ccc2S/C1=C/c1ccccc1F,-26,1.2,23
CN1C(=O)CC(Nc2cccc3cccc(N)c23)C1=O (stereo not given),-21,0.5,31
CCN=c1sc(C(=O)OC)cc(=O)n1CC,-12,-1.0,21
O=C(CCc1ccc(S(=O)(=O)N2CCOCC2)cc1)Nc1cc(Cl)ccc1N1CCOCC1,-5,-3.0,-5
COc1cc(C2C(C#N)=C(N)Oc3n[nH]c(-c4cccs4)c32)cc(OC)c1O (stereo not given),-2,0.3,29
O=C1c2ccccc2C2(c3ccccc3)N1CCN2C(=O)C(Cl)(Cl)Cl (stereo not given),-28,-2.9,-1
Clc1cccc(-c2nc(-c3ccccn3)no2)c1,-16,3.3,18
CCn1cc([N+](=O)[O-])c(C(=O)Nc2ccn(Cc3ccccc3)n2)n1,-6,-1.0,22
O=C(O)c1ccccc1-c1cn2cc(Cl)ccc2n1,-7,-0.6,18
COc1ccccc1-c1nn(Cc2ccccc2)cc1/C=C/C(=O)O,-3,-0.9,-2
CCOc1ccc2nc(SCC(=O)N(CCOC)c3c(N)n(Cc4ccccc4)c(=O)[nH]c3=O)[nH]c2c1,-16,-0.4,10
O=C(CCCN1C(=O)/C(=C\c2cccs2)SC1=S)Nc1cccnc1,6,-0.2,34

# Record cards (already shown). Order of values: OX1R antag-1	STK33 kinase inh	OX1R antag-2
# Record of `CN(CCc1cnn(C)c1)C(=O)CCc1nnc(CCCc2ccccc2)o1` = -1	-0.4	1
# Record of `CCn1cc([N+](=O)[O-])c(C(=O)Nc2ccn(Cc3ccccc3)n2)n1` = -6	-1.0	22

# The listing picks up, starting 3 compounds before the break.
SMILES,OX1R antag-1,STK33 kinase inh,OX1R antag-2
COc1ccccc1-c1nn(Cc2ccccc2)cc1/C=C/C(=O)O,-3,-0.9,-2
CCOc1ccc2nc(SCC(=O)N(CCOC)c3c(N)n(Cc4ccccc4)c(=O)[nH]c3=O)[nH]c2c1,-16,-0.4,10
O=C(CCCN1C(=O)/C(=C\c2cccs2)SC1=S)Nc1cccnc1,6,-0.2,34
CCOC(=O)/C=c1\s/c(=C\c2ccc3cc(OC)ccc3c2)c(=O)n1CC(=O)NCC1CCCO1 (stereo not given),-11,-1.4,27
C#CCOc1ccc(Cl)cc1/C=C1/C(=O)ON=C1C,0,0.3,-5
CCOC(=O)N1CCC(=NNS(=O)(=O)c2cccc([N+](=O)[O-])c2)CC1,-8,-1.4,14
CN1C(=O)C(=O)/C(=C(/O)c2ccccc2)C1c1ccccc1 (stereo not given),-11,-0.3,3
COC(=O)CSC1=C(C#N)C(c2ccc(C)o2)CC(=O)N1 (stereo not given),-16,-0.4,22
COc1cc(C(=O)OCCC(C)C)cc(OC)c1O,-34,-0.1,7
Cn1c(-c2ccc(C=O)s2)nc2ccccc21,-14,1.9,3
O=C(CN1CCOc2ccccc21)N1CCCC1,-15,-0.2,12
COc1cc(OC)cc(C(=O)NCCNc2nc3cc(C)cc(C)c3cc2C#N)c1,3,-0.5,53*
Clc1ccc(Cn2ncc3c(NCCN4CCOCC4)ncnc32)cc1,-17,-0.4,5
O=[N+]([O-])c1ccccc1OCC(O)CNC1CCCC1 (stereo not given),-34,-2.7,3
CN(Cc1ccccc1)C(=O)C1CCC(CNS(=O)(=O)c2cccc3cccnc23)CC1 (stereo not given),-34,-1.7,11
CC(=O)Nc1cccc(NC(=O)C2CCCN2C(=O)Nc2ccccc2C)c1 (stereo not given),-5,-2.0,8
COc1ccc(C(=O)Nc2cc(-c3nn4c(C)nnc4s3)ccc2C)cc1,-17,0.1,21
O=C(CCc1nc2ccccc2c(=O)[nH]1)Nc1nnc(SCc2ccc(F)cc2)s1,-2,0.3,12
C=CCn1c(Cc2ccccc2)nnc1SCc1nc2ccccc2c(=O)[nH]1,-22,-1.3,10
COC(=O)Nc1ccccc1C(=O)N1CCN(c2ccc(C)cc2)CC1,-16,-0.9,6
COc1ccc(C2=NO[C@@H]3[C@@H]4C[C@@H]([C@H]5C(=O)N(C)C(=O)[C@@H]45)[C@H]23)c(OC)c1,1,-0.7,3
O=C(Nc1ccc2ccccc2n1)Nc1ccccc1F,-20,-1.6,5
Cc1[nH]ccc2c1[nH]c1cc(=O)ccc12,-23,3.2,11

# Random excerpt: two records from the list.
SMILES,OX1R antag-1,STK33 kinase inh,OX1R antag-2
CN(Cc1ccccc1)C(=O)C1CCC(CNS(=O)(=O)c2cccc3cccnc23)CC1 (stereo not given),-34,-1.7,11
CN1C(=O)C(=O)/C(=C(/O)c2ccccc2)C1c1ccccc1 (stereo not given),-11,-0.3,3

# The list goes on:
SMILES,OX1R antag-1,STK33 kinase inh,OX1R antag-2
Cc1ccc(SCC(=O)NCC(C)C)cc1,-12,0.4,-3
CCOC(=O)c1cc(-c2ccc(Cl)cc2)nc2c1c(=O)[nH]c(=O)n2CCOC,8,-1.4,16
Nc1nc2ccccc2n1/N=C/c1ccc(Br)cc1,-26,-0.2,5
O=C(NCCc1ccccc1)c1ccc2nc(-c3ccco3)c(-c3ccco3)nc2c1,-20,2.6,26
O=C(NC(=S)N1CCOCC1)c1ccc(F)cc1,9,0.7,30
CC(=O)N1CCCc2cc(S(=O)(=O)CCC(=O)N3CCN(c4cccc(C)c4)C(C)C3)ccc21 (stereo not given),-28,0.8,13
Cc1ccsc1/C=N\Nc1cn[nH]c(=O)c1Cl,5,-0.8,23
COc1cccc(N(C(=O)CNC(=O)c2ccco2)C(C(=O)NC2CCCCC2)c2cccnc2)c1 (stereo not given),-9,-0.5,11
COC(=O)c1cn(CC(=O)Nc2ccc(F)cc2)c2ccccc12,-12,-0.6,13
CSc1nc2nc(-c3ccccc3)cc(=O)n2[nH]1,2,-0.6,8
Cc1ccnc(NC(=O)CCS(=O)(=O)c2ccccc2)c1,0,-1.1,9
CC(C)Cn1c(N)cc(=O)n(C)c1=O,-7,0.5,6
CCCCc1cn([C@@H](CCCCN)C(=O)N2CCNCC2)nn1,5,-1.7,-1
CN1N=C(C(=O)N2CCCC(Nc3ccc(F)c(F)c3)C2)CCC1=O (stereo not given),-10,-0.7,1
CN1c2ccccc2C(C)(C)[C@]12C=Cc1cc(O)ccc1O2,21,-0.3,5
CCOC(=O)CC1C(=O)NCCN1S(=O)(=O)c1cc(Cl)c(Cl)cc1Cl (stereo not given),-24,-1.6,-3
CC1CCCN(c2ccc(C(=O)NCCc3ccccc3)cn2)C1 (stereo not given),-34,0.3,6
Nn1c(-c2cccs2)nc2sc3c(c2c1=O)CCCC3,45*,-0.1,111*
COc1cc(Cl)c(S(=O)(=O)NCc2cccnc2)cc1Cl,-17,-0.4,-9
CCOc1cccc(C2C(C(=O)c3ccc(C)o3)=C(O)C(=O)N2c2nccs2)c1 (stereo not given),-8,2.6,49
Nn1c(SCC(=O)Nc2nccs2)nnc1-c1ccccn1,-21,-1.6,16
O=C(C1=NNCC1c1ccccc1)C1OC1c1ccccc1 (stereo not given),-25,1.6,25
O=C(Cc1ccc(-c2ccccc2)cc1)N1CCOCC1,-23,-1.6,21
C=CCOC(=O)Nc1ccc(Cl)cc1NC(=O)OCC=C,-25,0.3,6
O=C(COC(=O)Cn1cnc2ccccc21)NCc1ccc(F)cc1,-10,-1.4,4
COc1ccc(N2C(=O)CC(N(CCc3ccc(OC)c(OC)c3)C(=S)Nc3ccccc3)C2=O)cc1 (stereo not given),-13,1.3,4
CCN(CC)C(=O)CSc1nc2cc3c(cc2c(=O)n1Cc1ccc2c(c1)OCO2)OCO3,-19,0.4,8
CN(C)c1ccc(N/C=C/C(=O)C(F)(F)F)cc1,-5,0.4,15
CCOC(=O)c1c(C)[nH]c(C(=O)OCC(=O)N(C)CC(=O)Nc2ccccc2Cl)c1C,-17,-0.6,33
CCOc1ccc(S(=O)(=O)NCc2cccs2)cc1,-10,0.3,17
O=C(NCCN1CCNC1=O)C1CCC(=O)N(Cc2ccccc2F)C1 (stereo not given),-3,-0.4,2
O=C(Nc1ccc2c(c1)OCO2)c1cnn2c(C(F)(F)F)cc(-c3ccco3)nc12,-6,-1.0,8
